Screening results from PubChem BioAssay.
PNC assembly inh = High Content Assay for Compounds that inhibit the Assembly of the Perinucleolar Compartment. PC3M PTB-GFP, PNC prevalence imaging, 16 h; active compounds read low. activity change (PNC), negative = inhibition, % at 10 µM. 140,000 tested, 3.1% active. AID 2417, 2010;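 active means readout at or below -70, meaning at least 70% loss of cells showing the perinucleolar compartment, a nuclear body marking cancer cells; inconclusive means readout between -30 and a set limit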;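 further: plate controls were DMSO wells for no effect and camptothecin positive control wells for full effect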
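PC3M cells stably expressing PTB-GFP, 750–1000 cells/well, treated 16 h at 37 °C with compound (23 nl of library stock), in duplicate. After paraformaldehyde fixation and Hoechst stain, imaged at 20x; PNC prevalence scored by image analysis.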
IMPase inh = qHTS Assay for Identifying the Cell-Membrane Permeable IMPase Inhibitors. inhibition (IP1 accumulation), % at 46.1 µM. AID 901, 2007. CHO-M1 cells, IP1 accumulation, HTRF TR-FRET ratio. Inositol monophosphatase 1 (Rattus norvegicus), P97697. 120,000 tested, under 10 active; active means well fitted curve in the direction sought with a large enough effect in the signal ratio, not every such curve was filed as active; inconclusive means small, poorly fitted or top-dose-only effect, or a change in a side signal; inactive means no such curve, though single readings can be large or run the other way; the % refers to the signal ratio;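 further: cells stimulated with carbachol in lithium chloride buffer; plate controls were DMSO basal wells for no effect and reference inhibitor wells for full effect; higher means more IMPase inhibition seen as more IP1 and lower FRET ratio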
Target sequence (P97697 whole entry, looked up): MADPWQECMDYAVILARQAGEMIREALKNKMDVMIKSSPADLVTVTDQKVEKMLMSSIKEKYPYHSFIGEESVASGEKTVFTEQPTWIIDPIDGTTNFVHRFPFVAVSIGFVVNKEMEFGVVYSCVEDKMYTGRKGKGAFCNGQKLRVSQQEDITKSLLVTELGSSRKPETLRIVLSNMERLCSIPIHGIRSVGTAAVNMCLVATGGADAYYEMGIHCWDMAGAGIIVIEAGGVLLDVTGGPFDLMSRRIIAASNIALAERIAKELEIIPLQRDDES
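Measured: the HTRF emission ratio (665/620 nm) plus the 620 nm donor channel, each fitted to the Hill equation to give AC50. Cells were CHO-M1 given compounds up to 46 uM and a 30 min carbachol stimulation at 37C.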
ALOX15B inhib = qHTS Assay for Inhibitors of 15-hLO-2 (15-human lipoxygenase 2) | Polyunsaturated fatty acid lipoxygenase ALOX15B (Homo sapiens), O15296 | AID 881, 2007 | Potency, µM (highest dose often 57.1 µM), without a hit: at the top dose activity change, negative = inhibition, actives largely listed as inhibitors | purified 15hLO-2, xylenol orange hydroperoxide absorbance | 110,000 tested, 0.56% active; further: potency means the concentration at half of the fitted maximal effect; nearly all actives have a fitted effect of over 60% in size; many of its hits are not listed in these tables
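Enzyme 50 nM, AA 45 uM, 25 mM Hepes pH 7.5 + 0.01% Triton X-100; cpd preinc 15 min RT, rxn 90 min RT; stop/detect with 200 uM XO + 300 uM Fe(II) in 50 mM H2SO4, 30 min; A573/A405.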
12-hLO inh = qHTS Assay for Inhibitors of 12-hLO (12-human lipoxygenase); Polyunsaturated fatty acid lipoxygenase ALOX12 (Homo sapiens), P18054; Potency, µM (highest dose often 57.1 µM), for the others: at the highest dose activity change, negative = inhibition, hits mostly inhibitors; AID 1452, 2008; purified 12-hLO, xylenol orange hydroperoxide absorbance; 150,000 tested, 0.12% active; further: potency means the concentration at half of the fitted maximal effect; nearly all actives have a fitted effect of over 55% in size; many of its hits are not listed in these tables
Target sequence (P18054 whole entry, looked up): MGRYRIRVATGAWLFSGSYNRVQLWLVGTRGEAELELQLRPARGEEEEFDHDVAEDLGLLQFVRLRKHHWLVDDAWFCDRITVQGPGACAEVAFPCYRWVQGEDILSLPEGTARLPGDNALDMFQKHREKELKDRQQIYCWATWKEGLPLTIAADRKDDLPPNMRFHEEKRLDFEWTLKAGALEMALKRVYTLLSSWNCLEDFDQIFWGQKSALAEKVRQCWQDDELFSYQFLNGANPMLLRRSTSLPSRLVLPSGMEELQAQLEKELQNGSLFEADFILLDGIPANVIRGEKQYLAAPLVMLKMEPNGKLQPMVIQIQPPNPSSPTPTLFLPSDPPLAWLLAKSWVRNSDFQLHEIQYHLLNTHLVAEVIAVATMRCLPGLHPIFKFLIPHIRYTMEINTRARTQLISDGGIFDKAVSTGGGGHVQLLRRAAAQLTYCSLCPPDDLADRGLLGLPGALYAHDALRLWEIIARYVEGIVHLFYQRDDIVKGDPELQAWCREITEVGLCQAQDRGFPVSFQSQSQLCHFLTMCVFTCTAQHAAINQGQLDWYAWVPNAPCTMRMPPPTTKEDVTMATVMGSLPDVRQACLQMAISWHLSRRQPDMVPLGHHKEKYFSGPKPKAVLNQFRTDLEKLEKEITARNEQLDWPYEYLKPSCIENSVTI
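Hydroperoxide formation by human 12-lipoxygenase from 40 uM arachidonic acid was followed colorimetrically via ferric-xylenol orange complex, using the 573/405 nm absorbance ratio. Enzyme concentration was 150 nM, with 30 min reaction at room temperature.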
The depositor's hits bear a star; ? = inconclusive; · = no result given; & = joins results of further samples; [ ] = dose if it differs, or a comment. Unless noted, the call rests on the fitted dose curve; in most records, active means well fitted curve in the direction sought with a large enough effect; inconclusive means small, poorly fitted or top-dose-only effect, or another doubt; inactive means no such curve, though single readings can be large; an effect the other way counts as inactive or inconclusive. Unless noted, on the % scale 0 is the no-effect control and ±100 the full control effect. The list is partial; count on the stated rates, not on these rows.

SMILES | PNC assembly inh | IMPase inh | ALOX15B inhib | 12-hLO inh
CC1(C(=O)NCc2cc(F)cc(C(F)(F)F)c2)C=CC2(CCCCC2)N1C(=O)c1ccccc1 (stereo not given) | 33 | · | -17% | -3%&-11%
Cn1c(=O)c2c(-c3ccccc3)n(-n3cnnc3)cc2n(C)c1=O | 35 | ? | 4% | -7%
Cc1c(CCO)c(=O)[nH]n1C(=O)c1ccc(F)cc1 | -16 | -8 | 6% | 1%
CCC(C)(C(=O)NC1CCCCC1)N(Cc1cccs1)C(=O)c1ccc(=O)[nH]c1 (stereo not given) | 28 | 5 | · | -4%
CCOc1ccc(C(=O)c2nc3c(n2O)CCCC3)cc1 | -18 | 3 | 3% | -21%
CCOc1ccc(CCNC(=O)C2CC(=O)N(C3CCCC3)C2)cc1OCC (stereo not given) | -18 | -2 | · | 5%
CN1CCN(/C=N/c2sc3c(c2C#N)CCCCC3)CC1 | 16 | -11 | 26% | -1%
N#CC(=C1N=c2ccccc2=N1)c1c(O)[nH]c2ccccc12 | -6 | -6 | -14% | 5%
COc1ccc(-n2nnnc2SCC(=O)c2cccc(OC)c2)cc1 | 5 | 0 | 5% | -7%
O=C(COc1cccc2ccccc12)NNC(=O)[C@@H]1CCCC[C@@H]1C(=O)O | 7 | 6 | 11% | -3%
CCOC(=O)Cn1c(S(=O)(=O)Cc2ccccc2)nc2ccccc21 | -19 | 6 | · | 8%
C=CCn1c(=O)c(C#N)cc2c(=O)n3ccccc3nc21 | 13 | -8 | -26% | -11%
O=C(COC(=O)c1ccc2ccccc2c1)Nc1ncc(C(F)(F)F)cc1Cl | 4 | -7 | -1% | -7%
O=C(Nc1ccc(F)cc1)N(CCCN1CCOCC1)Cc1cc2cc3c(cc2[nH]c1=O)OCCO3 | 18 | 1 | 24% | 6%
Cc1cc(C)n2cc(CSCc3ccccc3)nc2n1 | -89* | -3 | · | 6%
CCOC(=O)N1CCN(C(=O)CS(=O)(=O)Cc2nc(-c3ccccc3C)oc2C)CC1 | ? | -1 | · | 3%
Nc1ccc(O)c([N+](=O)[O-])c1 | · | · | -13% | -13%
O=C(NC1CCCCC1)C(c1ccc(Cl)cc1)N(C(=O)c1cnccn1)c1ccc2c(c1)OCO2 (stereo not given) | 63 | 14 | -6% | -3%
COc1ccc(-c2noc(CCCc3ccccc3)n2)cc1OC | 12 | 4 | 15% | -1%
Cc1nc2ccccc2c2oc(C(=O)NCCN3CCN(C)CC3)cc12 | 32 | 6 | 2% | 1%
CCC(C)(C)N1CC(=O)N(Cc2ccccc2)C(c2ccc(OC)cc2)C1=O (stereo not given) | 26 | 5 | 8% | -5%
O=C(COC(=O)C1CCN(C(=O)c2ccc(Cl)cc2)CC1)c1ccco1 | -26 | 13 | -2% | -2%
O=C(NC1CCCCC1)NC1CCN(S(=O)(=O)Cc2ccccc2)CC1 | -10 | -5 | -3% | -3%
CC(c1ccco1)N(C(=O)c1ccc(Cl)s1)c1ccccn1 (stereo not given) | 11 | 1 | -1% | -1%
CS/C(=N\S(=O)(=O)c1cccs1)Nc1ccc(N2CCOCC2)cc1 | -6 | -4 | -6% | 3%
CCOc1ccc(Cl)cc1CNCCNCCO | 26 | 5 | 62%[activator] | 6%
CC#C[C@@]1(O)CC[C@H]2[C@@H]3CCC4=CC(=O)CCC4=C3[C@H](c3ccc(N(C)C)cc3)C[C@]21C | · | 5[20.6 µM] | ? | -6%[25.6 µM]
Clc1cccc(CN2COc3c(cc(Cl)c4cccnc34)C2)c1 | -27 | · | · | 0%
O=C(Nc1nnc(-c2ccc(Cl)cc2)o1)C1=COCCO1 | 25 | · | · | -13%
O=C(OC(C(=O)NC1CCCC1)c1cccnc1)C1=Cc2ccccc2OC1 (stereo not given) | 45 | 6 | -3% | 6%
Oc1ccc(Cl)cc1-c1cc(C(F)(F)C(F)F)nc(-c2ccccc2)n1 | 3 | 4 | -9% | 3%
CCOP(=O)(OCC)c1nc(-c2ccc(C)cc2)oc1NCc1ccccc1 | ? | · | · | -23%
CCCCNC(=S)N(C)/N=C/c1c(F)cccc1F | 42 | · | · | -3%
CCc1ccccc1NC(=S)NCc1ccc2c(c1)OCO2 | 6 | ? | -29% | ?
CC(C)[C@H]1CC[C@@H](C)C(C(=O)c2ccccc2)C1=O (stereo not given in full) | -13 | · | · | 0%
Cc1ccc(C2=C/C(=C\c3cccnc3)C(=O)O2)cc1 | ? | · | · | -2%
Cc1cccc(NC(=S)/N=C(\N)Nc2nc(C)c3ccc(C)cc3n2)c1 | 8 | 8 | ? | ?
CCOC(=O)Cc1c(C)nc2c(-c3ccccc3OC)c(C)nn2c1C | 64 | -5 | 3% | -5%
c1ccc2c(c1)oc1c(NCCCn3ccnc3)ncnc12 | 30 | 5 | 22% | 4%
c1ccc(-c2nnc3n2CCCC3)cc1 | ? | -10 | -4% | -7%
CCN1c2ccccc2-c2nc3ccccc3n2C1c1ccncc1 (stereo not given) | 21 | 2 | -1% | -16%
CCn1cc(C2=NC(C)CO2)c2ccccc21 (stereo not given) | -20 | 4 | 8% | 2%
NC(CSC12CC3CC(CC(C3)C1)C2)C(=O)O (stereo not given) | 25 | -2 | -13% | -6%
CCOC(=O)C1CCCN(C(=O)c2cn(CC(C)C)c(=O)c3cc(OC)c(OC)cc23)C1 (stereo not given) | -100* | -1 | · | -6%
Nc1ncnc2c1ncn2C1CCCC1 | · | -5 | -3% | -2%

Entries above that have an aryl methoxy group (5):
SMILES | PNC assembly inh | IMPase inh | ALOX15B inhib | 12-hLO inh
COc1ccc(-n2nnnc2SCC(=O)c2cccc(OC)c2)cc1 | 5 | 0 | 5% | -7%
COc1ccc(-c2noc(CCCc3ccccc3)n2)cc1OC | 12 | 4 | 15% | -1%
CCC(C)(C)N1CC(=O)N(Cc2ccccc2)C(c2ccc(OC)cc2)C1=O (stereo not given) | 26 | 5 | 8% | -5%
CCOC(=O)Cc1c(C)nc2c(-c3ccccc3OC)c(C)nn2c1C | 64 | -5 | 3% | -5%
CCOC(=O)C1CCCN(C(=O)c2cn(CC(C)C)c(=O)c3cc(OC)c(OC)cc23)C1 (stereo not given) | -100* | -1 | · | -6%

Following part.
SMILES | PNC assembly inh | IMPase inh | ALOX15B inhib | 12-hLO inh
COCCNC(=O)Cn1cc2c(n1)CCCCC2 | -9 | 2 | 0% | 0%
COc1ccc(S(=O)(=O)Cc2ccc(C(=O)N3CCN(c4cccc(C)c4)C(C)C3)o2)cc1 (stereo not given) | -7 | 8 | 7% | -10%
CC1=C/C(=C/N(C)c2ccccc2)C(=O)S1 | -24 | 1 | -26% | -15%
C[C@H](CO)NC(=O)[C@H]1C[C@@H]1[C@H](NP(=O)(c1ccccc1)c1ccccc1)c1ccccc1 | · | · | 6% | -6%
O=C(NCc1ccccc1)c1ccc(Oc2ccc(C(=O)NCc3ccccc3)cc2)cc1 | 5 | -3 | -3% | 2%
COc1ccc(OC)c(C2=NOC(C(=O)N3CCN(c4ccccc4)CC3)C2)c1 (stereo not given) | ? | -1 | 1% | 2%
CCCn1c(SCC(=O)NC(=O)Nc2ccc(C)cc2C)n[nH]c1=O | ? | -3 | -6% | -7%
O=S(=O)(/C=C/c1ccccc1)Nc1ccc2c(c1)OCO2 | 11 | 4 | -2% | -7%
COc1cc(/C=N/N2C(=O)c3ccccc3C2=O)ccc1O | -18 | · | · | -1%
CCOC(=O)c1ccc(NC(=O)Nc2ccc(OC)c(OC)c2)cc1 | ? | 0 | -2% | -7%
O=S(=O)(/N=C(/Sc1ccccc1)c1ccccc1)c1ccccc1 | 19 | 4 | ? | -2%
CCC(=O)Nc1ccc2oc(-c3cccc(C)c3)nc2c1 | ? | 0 | 5% | -4%
O=C(NCC1CCCO1)C1CCC(N2C(=O)c3ccccc3C2=O)CC1 (stereo not given) | 15 | 1 | -7% | 2%
COC(=O)c1ccc(CS(=O)(=O)c2ccc(C)cc2)cc1 | -19 | 4 | 0% | 6%
CC1(C)CC(C)(c2ccc(O)cc2O)N(c2cccc(Cl)c2)C(=S)N1 (stereo not given) | ? | 10 | · | ?
CC(=O)c1cccc(N=c2scc(-c3ccc(S(=O)(=O)N4CCOCC4)cc3)n2CCO)c1 | 60 | · | · | -11%
O=C1/C(=C\c2ccccc2Cl)SC(=S)N1CCC(=O)N1CCCc2ccccc21 | 47 | · | · | 0%
CCOC(=O)N1CCC(NC(=O)CCc2nc(-c3ccccc3F)no2)CC1 | 0 | 3 | -14% | 2%
CCOC(=O)c1sc(NC(=O)CSc2nnc(C)s2)c(C(=O)OCC)c1C | ? | 2 | -4% | -8%
Cc1c(C=O)c2ccccc2n1CC(=O)N1CCc2ccccc2C1 | -19 | -10 | · | 6%
CC(C)CCNC(=O)C(c1ccco1)N(Cc1ccccc1)C(=O)c1snc(C(N)=O)c1N (stereo not given) | -123* | 6 | 5% | -10%
Cc1ccccc1C(=O)NNC(=O)C1CCCN(c2ncccn2)C1 (stereo not given) | 6 | 1 | -9% | -1%
CCOc1cc(N2CCOCC2)c(OCC)cc1NC(=O)COC(=O)c1cccc2ccccc12 | -28 | · | · | 0%
Cc1cccc(OCCNc2cc(N3CCN(C)CC3)ccc2[N+](=O)[O-])c1 | 8 | · | · | -1%
O=C(C1CC1)N1CCN=C1SCc1ccc(F)cc1 | -24 | -5 | 2% | 0%
Cc1nnc(N2C(=O)c3oc4ccccc4c(=O)c3C2c2ccco2)s1 (stereo not given) | 11 | 13 | -12% | -9%
Cn1c(SCC(N)=O)nnc1C1CCN(S(=O)(=O)c2ccccc2C(F)(F)F)CC1 | 21 | 18 | 11% | -1%
Cc1nnc(NC(=O)Cn2c(=O)sc3ccccc32)s1 | 28 | -4 | -1% | 7%
O=[N+]1C2=C(CCCC2)N([O-])C12CCCC2 | -2 | 1 | 4% | -6%
COc1ccc(OCC(=O)Nc2cccc3ncccc23)cc1 | -18 | 4 | -2% | 0%
C/C=C/c1ccc(OCCCCn2cncn2)c(OC)c1 | 26 | -1 | -2% | -13%
Cc1cc(C)c2nc(N3CCC(C(=O)NCCCN4CCCCC4)CC3)sc2c1 | 18 | 23 | 28% | 6%
Cc1cccc(C)c1NC(=O)C(c1ccc([N+](=O)[O-])cc1)N(C)C(=O)c1ccccn1 (stereo not given) | 24 | · | · | -2%
CCC(Sc1nnnn1C)C(=O)Nc1ccc(C(C)=O)cc1 (stereo not given) | -87* | 5 | 5% | 0%
COC(=O)C(Cc1ccc(O)cc1)NC(=O)c1ccccc1OC (stereo not given) | -5 | -7 | -1% | 2%
NC(=O)c1ccccc1NC(=O)/C=C/c1c(Cl)cccc1Cl | -24 | 4 | -14% | 2%
CCCN1CCN(C(=O)Cn2cccc2C(=O)c2ccccc2)CC1 | 10 | 8 | · | 0%
COc1ccc(CCNC(=O)c2c(-c3ccccc3Cl)noc2C)cc1 | -2 | 8 | 2% | -2%
Cc1ccc(NCc2ccccc2O)cc1 | ? | -3 | -2% | 2%
O=S(=O)(c1ccc(Oc2ccc(Br)cc2)cc1)N1CCOCC1 | 24 | 19 | -6% | 0%
CCOc1ccc(NC(=O)Nc2cccs2)cc1 | -17 | 0 | -15% | -25%
O=c1[nH]c2ccc(N=Cc3c(O)ccc4cc(Br)ccc34)cc2[nH]1 | 79 | · | · | -4%
NS(=O)(=O)c1ccc(NC(=O)COC(=O)C2(c3ccc(F)cc3)CCCC2)cc1 | 50 | · | · | -4%
